Screens: PubChem, Broad Institute
PAX8 reporter: PAX8 transcriptional activity inhibition. RMG-I TPO-luciferase reporter, SteadyGlo, 24 h. inhibition, % at 12.6 µM. hit rate 1.2% among 360,000. AID 652154;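 active = mean replicate inhibition at least 60% with every replicate also reaching 60%; inconclusive = only one of the two criteria is met; inactive = mean below 60% and not all replicates reaching 60%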;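 also: luciferase light reporting Pax8 driven TPO promoter activity; plate controls were median of neutral control wells for no effect and mitoxantrone controls for full effect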
Cneo AK release: Cryptococcus neoformans lysis via adenylate kinase release; C. neoformans lysis, adenylate kinase release luminescence, 4 h; normalised: neutral wells 0, clomiphene wells 100; lysis activity, % at 15 µM; hit rate 0.2% among 360,000; AID 651654;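 active = mean lysis activity across replicates of at least 80%, whatever share of replicates individually reach that level; inactive = mean lysis activity below 80%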
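Test system: log-phase Cryptococcus neoformans yeast cells; Quantity: yeast cell density of 5 × 10^6 cells/mL; Buffer or medium: YPD; Doses: single compound concentration per well; Timing: 4 h at 37 °C static, read 1 h later; Measured by: AK luminescence; Read-out basis: lysis from increased AK signal; Control set: Clomiphene as positive control.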
CASP6 VEID inh: blocks human caspase-6 cleavage activity; P55212; hit rate 0.53% among 350,000; purified caspase-6, Z-VEID-R110 cleavage fluorescence; inhibition, % at 12.5 µM;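 active = mean inhibition across replicates at least about 35%, with every replicate also reaching that limit, limit read from the data; inconclusive = only one of the two criteria met; inactive = neither criterion met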;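 also: 0% = median of neutral control wells and 100% = no fluorescence left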
Target sequence (P55212 24-179 limits assumed): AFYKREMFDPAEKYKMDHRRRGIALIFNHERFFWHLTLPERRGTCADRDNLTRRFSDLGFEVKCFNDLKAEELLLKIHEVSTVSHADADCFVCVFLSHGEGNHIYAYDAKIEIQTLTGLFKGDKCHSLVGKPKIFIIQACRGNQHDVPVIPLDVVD
Target sequence (P55212 194-293 limits assumed): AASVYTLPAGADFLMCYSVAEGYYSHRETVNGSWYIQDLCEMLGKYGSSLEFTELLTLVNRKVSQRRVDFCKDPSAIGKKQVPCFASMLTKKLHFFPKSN
LGR2 antag: inhibitors of bursicon-induced Drosophila LGR2 receptor cAMP signaling; HEK293 LGR2, CRE-luciferase, bursicon-stimulated, 4 h; inhibition, % at 9.99 µM; hit rate 0.35% among 380,000; AID 720647;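 active = drop in luminescence signal, shown as inhibition above about 50% in the replicate tests, limit read from the data, passing the limit was not always enough; inconclusive = probably only some replicates passing the limit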;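 also: agonist challenge used bursicon conditioned medium at about half maximal strength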
EWS-Fli block: EWS/Fli transcriptional activity inhibition; A673 NR0B1-luciferase reporter, viability-normalised; inhibition, % at 12.6 µM; hit rate 0.67% among 350,000;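 active = mean inhibition of at least 50% after viability correction, with every replicate also passing that limit; inconclusive = mean reaches 50% but only one of two replicates passes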;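 also: firefly luciferase signal divided by Alamar Blue viability fluorescence both relative to DMSO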
PGC1a acetyl inh: modulators of PGC1a acetylation; U2OS PGC1a acetylation, AlphaScreen anti-acetyl-lysine; with virally co-expressed GCN5 acetyltransferase; inhibition, % at 15.6 µM; hit rate 0.17% among 350,000; AID 651687;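 active = every replicate shows inhibition of at least 40%; inconclusive = mean inhibition at least 40% but some replicate below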;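 also: 0% = neutral control wells and 100% = positive control wells; some results beyond the cut were filed as inactive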
FN deposition inh: fibronectin deposition inhibition | AH1F fibroblasts, Alexa488-fibronectin deposition fluorescence, overnight | inhibition, % at 12.6 µM | hit rate 0.086% among 350,000;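 active = mean inhibition across replicates of 30% or more, regardless of how many single replicates reach that level; inconclusive = mean under 30% yet at least half of replicates reach 30%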;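 also: positive control wells lacked labelled fibronectin entirely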
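material = AH1F fibroblast monolayer depositing Alexa488-labelled fibronectin into matrix | amount = 10000 AH1F cells/well | buffer or medium = DMEM plus 2% serum, read in PBS | incubation = 1 h cell adhesion before compound, then overnight fibronectin incubation | detection = fluorescence at 485 nm excitation, 525 nm emission | evaluation = percent inhibition as loss of matrix-bound fibronectin fluorescence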
miR122 inh: miR-122 inhibition in Huh7 cells | Huh7 miR-122 Renilla luciferase sensor, 48 h; neutral wells = 0, positive control = 100 | activation (reporter increase), % at 12.5 µM | hit rate 0.3% among 340,000;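 active = mean replicate activation score at least 90 and every replicate individually at or above 90; inconclusive = only one of the two criteria met; inactive = neither criterion met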;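 also: higher luciferase means less miR-122 activity so hits act as miR-122 inhibitors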
An asterisk follows results filed as active; ? = inconclusive; . = not tested or not shown; [ ] = remark or other dose.

Every second line gives: PAX8 reporter	Cneo AK release	CASP6 VEID inh	LGR2 antag	EWS-Fli block	PGC1a acetyl inh	FN deposition inh	miR122 inh
> CCC(=O)N1CC(=O)N2[C@H](C1)[C@@H](c1ccc(C#CCC(C)C)cc1)[C@@H]2CO
→ 0.6	.	0.5	-25.0	-7.5	0.3	-9.7	.
> Cc1ccc(NC(=S)NNC(=O)CCn2cc(C)cn2)cc1
→ .	-5.2	.	10.4	.	5.3	-5.6	-8.4
> Cc1ccc2oc(C(=O)N(C)Cc3cnccn3)c(C)c2c1
→ -70.8	-2.5	0.1	4.9	.	.	-0.1	1.8
> CC1(C)Cc2nc3sc4c(=O)n(CC(=O)NCc5ccco5)cnc4c3cc2CO1
→ .	0.8	.	-10.8	.	8.3	3.7	-0.8
> COc1ccc(NC(=O)Cc2coc3cc(C)ccc23)cn1
→ -29.8	.	0.7	-19.4	-10.3	23.4	-0.9	6.3
> C[C@H]1CN([C@@H](C)CO)C(=O)c2cc(NC(=O)NC3CCCCC3)ccc2O[C@@H]1CN(C)C
→ -8.1	54.0	-2.2	6.3	-8.0	3.7	.	-4.7[16.7 µM]
> CCCCCC1CC(CC(=O)O)C(=O)O1 (configuration not stated)
→ 0.5	3.4	.	.	.	4.5	.	6.7
> O=S(=O)(NCc1ccc(Cl)cc1)c1ccc(Br)cc1C1CC[C@@H](O)C1 (some centres not stated)
→ -4.9	.	-1.6	-31.9	4.4	.	7.1	.
> COc1ccc(NC(=O)Cc2nnc(SCC(=O)NC3CCCCC3)n2C)cc1
→ -10.6	0.0	.	11.0	.	-8.2	-1.3	5.6
> O=C(CN1CCOCC1)N1CCCCN2[C@H](CO)[C@H](c3ccc(Br)cc3)[C@@H]2C1
→ -3.4	-4.3	.	24.2	-5.8	4.5	-3.7	-3.2[16.7 µM]
> COC(=O)c1ccc2c(=O)n(CC3CCCO3)c(SCC(=O)Nc3ccccc3Cl)nc2c1 (configuration not stated)
→ .	0.8	.	.	.	-6.7	-7.9	2.7
> O=c1c2c(nc3c(-c4ccccc4)c[nH]n13)CCC2
→ .	5.8	.	-2.8	.	4.3	0.0	.
> COc1ccc(NC(=O)CSc2nc(C)cs2)c(OC)c1
→ -7.9	-0.5	-5.6	-0.2	20.1	.	4.4	7.4
> CCCC(=O)Nc1ccc2c(c1)C(=O)N(C)[C@@H]1CC[C@@H](CC(=O)Nc3cn(C)nc3C)O[C@@H]1CO2
→ 0.9	1.2	-1.1	-0.7	-3.4	4.0	-18.4	2.5[16.7 µM]
> COc1ccc(S(=O)(=O)Nc2ccc3c(c2)CC(=O)N([C@H](C)CO)C[C@@H](C)[C@@H](CN(C)C(=O)NC2CCCCC2)O3)cc1
→ -6.6	1.1	-0.6	-0.3	3.7	3.2	.	2.9[16.7 µM]

(cont.)
Every second line gives: PAX8 reporter	Cneo AK release	CASP6 VEID inh	LGR2 antag	EWS-Fli block	PGC1a acetyl inh	FN deposition inh	miR122 inh
> COc1ccccc1NS(=O)(=O)c1cccc(-n2c(O)c(C=Nc3ccccc3C(=O)O)c3ccccc3c2=O)c1
→ 9.6	-0.6	10.3	38.4	2.8	-15.6	-12.9	-0.8
> CC(=O)c1ccc(N/C=C\C(=O)c2ccc(C)cc2)cc1
→ -177.6	.	1.2	-8.8	-85.9	-9.4	-1.6	.
> Cc1ccc(S(=O)(=O)Nc2ccc3c(c2)C(=O)N([C@H](C)CO)C[C@H](C)[C@@H](CN(C)S(=O)(=O)c2cccs2)O3)cc1
→ .	0.8	0.1	-6.2	-13.9	-5.6	.	-2.6[16.7 µM]
> C[C@H]1CCCCO[C@H](CN(C)S(C)(=O)=O)[C@@H](C)CN([C@@H](C)CO)C(=O)c2cc(NC(=O)C3CCCCC3)ccc2O1
→ 2.3	-7.6	-1.6	6.9	1.6	16.0	.	7.2[16.7 µM]
> Cc1ccc(/C=C/C(=O)NN2CCN(C)CC2)cc1
→ -28.4	0.5	2.5	0.4	.	.	.	-7.6
> CCCc1c(C(=O)N/N=C(\C)c2ccc(O)cc2)nnn1-c1nonc1N
→ -20.5	2.1	-1.1	-25.8	.	.	-5.9	.
> COc1ccc(C)cc1N(C)C(=O)Cc1c(C(=O)O)n(C)c2ccccc12
→ 6.0	-0.2	-0.6	2.2	-20.5	1.7	-3.8	0.2
> COc1ccc(C(=O)NNC2=CC(=O)CC(C)(C)C2)cc1
→ -3.2	-0.9	.	-12.7	.	3.2	.	-3.8
> C=CCN1CCN(C(=O)CCCc2ccccc2)CC1
→ 27.7	-3.6	-1.1	66.7*	?	-0.3	-0.7	-3.4
> S=c1nc[nH]c2c1cnn2Cc1ccccc1
→ -3.5	0.6	-2.9	-2.1	8.1	44.6*	-5.0	-5.1
> O=C(C[C@@H]1C[C@@H]2c3cc(NC(=O)c4ccc5c(c4)OCO5)ccc3O[C@@H]2[C@H](CO)O1)NC1CCCCC1
→ -20.9	-1.0	-1.1	10.6	-13.6	-1.9	.	-5.1[16.7 µM]
> CCc1ccccc1NS(=O)(=O)c1ccc2[nH]cc(C(=O)NCC3CCCO3)c(=O)c2c1 (configuration not stated)
→ 10.5	-0.9	.	.	.	-5.0	-2.2	-6.2
> CC(Sc1nncn1C)C(=O)Nc1nnc(C(C)C)s1 (configuration not stated)
→ -0.3	1.8	-2.2	-5.2	-14.1	.	1.8	.
> CCCC#Cc1cnc2c(c1)C(=O)N([C@@H](C)CO)C[C@@H](C)[C@H](CN(C)C(=O)NC1CCCC1)O2
→ -17.5	2.7	0.4	-6.9	7.6	-4.6	-25.5	-5.5[16.7 µM]
> O=C(COC(=O)c1cncc(Br)c1)Nc1ccc(F)c(F)c1F
→ 15.0	0.8	-0.4	6.6	7.6	6.2	1.4	-5.6

More entries
Every second line gives: PAX8 reporter	Cneo AK release	CASP6 VEID inh	LGR2 antag	EWS-Fli block	PGC1a acetyl inh	FN deposition inh	miR122 inh
> C[C@H]1COC(=O)[C@@H](Cc2ccc(F)cc2)C/C=C\C[C@H](CC(=O)N(CCO)Cc2ccccc2)C(=O)N1
→ 11.8	3.2	-5.5	.	-17.3	.	3.3	-7.1
> COc1ccccc1Nc1nc2ccccc2n1C
→ -194.2	-2.4	-2.4	-44.3	-100.8	5.0	0.6	-6.0
> O=C(C[C@@H]1C[C@H]2c3cc(NC(=O)NC4CCCC4)ccc3O[C@H]2[C@H](CO)O1)NCc1ccc(Cl)cc1
→ .	-4.3	2.1	-1.5	7.5	-2.0	-8.9	1.9[16.7 µM]
> O=C(Nc1cc(C(F)(F)F)ccc1-n1cncn1)c1cn2ccccc2n1
→ 1.6	0.1	-0.1	17.0	-23.3	.	2.7	.
> CN(C)c1ccc(C2Nc3ccccc3C(=O)N2CCN2CCNC2=O)cc1 (configuration not stated)
→ 1.4	-0.9	0.4	-7.8	9.4	.	-2.3	3.6
> N#CCCOC1(C#CCN2CCCC2)CCCCC1
→ 38.5	1.8	1.5	.	6.7	4.4	1.4	-2.1
> O=C(OCC(=O)N(C1CCCCC1)C1CCCCC1)c1ccc(O)cc1
→ 13.2	-1.1	-0.1	-3.4	0.1	.	3.4	.
> CCCCCCNC(=O)c1ncn[nH]1
→ 1.5	1.3	3.8	-6.4	10.0	?	-5.6	.
> CC(C)Nc1nnc(SCC(=O)Nc2sccc2C#N)s1
→ -42.8	-1.1	7.9	-1.2	-11.9	2.5	-2.2	1.6
> COc1ccc(-n2c(C)ccc2C)c([N+](=O)[O-])c1
→ -0.5	.	0.8	4.1	7.3	5.8	7.7	-5.0
> O=C(Nc1ccc(Cl)cc1)Nc1ccc(Oc2cccnc2)nc1
→ -24.6	.	0.1	-5.3	-30.0	10.3	-17.1	-1.7
> CCOC(=O)CSc1nc2c(sc(=S)n2-c2ccccc2OC)c(=O)n1-c1ccccc1OC
→ 0.0	-0.3	2.1	-0.5	-42.6	-10.8	-2.9	4.4
> COc1ccc(NC(=O)Nc2ccc3c(c2)CC(=O)N([C@H](C)CO)C[C@@H](C)[C@@H](CN(C)C)O3)cc1
→ -2.5	-0.1	-2.3	-3.3	-11.4	3.1	-10.8	4.0[16.7 µM]
> O=C(NN=Cc1cccc(O)c1O)c1ccccc1
→ 4.7	.	0.0	-22.3	-58.3	.	6.4	.
> CC(=O)Nc1cc(-c2ccccc2CN(C)C)cn2c(-c3ccc(C(C)=O)cc3)cnc12
→ 0.8	1.1	-0.5	-3.7	49.3	-7.3	-12.6	-1.3

The closing three entries of the section before open the next one.
Every second line gives: PAX8 reporter	Cneo AK release	CASP6 VEID inh	LGR2 antag	EWS-Fli block	PGC1a acetyl inh	FN deposition inh	miR122 inh
> COc1ccc(NC(=O)Nc2ccc3c(c2)CC(=O)N([C@H](C)CO)C[C@@H](C)[C@@H](CN(C)C)O3)cc1
→ -2.5	-0.1	-2.3	-3.3	-11.4	3.1	-10.8	4.0[16.7 µM]
> O=C(NN=Cc1cccc(O)c1O)c1ccccc1
→ 4.7	.	0.0	-22.3	-58.3	.	6.4	.
> CC(=O)Nc1cc(-c2ccccc2CN(C)C)cn2c(-c3ccc(C(C)=O)cc3)cnc12
→ 0.8	1.1	-0.5	-3.7	49.3	-7.3	-12.6	-1.3
> CC(C)C#Cc1cnc2c(c1)C(=O)N([C@@H](C)CO)C[C@H](C)[C@@H](CN(C)C(=O)CN1CCOCC1)O2
→ .	-3.3	-1.0	0.0	-5.0	0.3	-4.1	-5.5[16.7 µM]
> CCN(C[C@H]1N[C@@](C)(C(=O)OC)[C@H]2C(=O)N(C)C(=O)[C@@H]12)C(=O)Nc1ccc(Cl)cc1
→ 0.4	-2.1	0.6	-21.5	-9.5	.	-6.2	.
> C[C@@H]1CN([C@@H](C)CO)C(=O)c2cc(NC(=O)Nc3ccc(F)cc3)ccc2O[C@H]1CN(C)Cc1ccc(C(F)(F)F)cc1
→ 58.5	5.6	-1.3	22.2	1.6	-5.9	.	-3.6[16.7 µM]
> CC(C)NC(=O)Nc1ccc2c(c1)C(=O)N([C@H](C)CO)C[C@@H](C)[C@H](CN(C)C(=O)NC1CCCCC1)O2
→ -23.0	7.6	-5.4	22.1	.	9.6	.	-5.8[16.7 µM]
> Cc1cccc(NC(=O)c2cccc(S(=O)(=O)N3CCCCC3)c2)c1
→ 5.4	-2.9	-1.3	4.0	-10.1	.	2.5	71.9
> O=C(Nc1ccc(F)c(Cl)c1)c1cc(C2CCCCN2C(=O)C2CC2)on1 (configuration not stated)
→ -23.5	-1.2	-1.2	-12.3	-3.2	-2.2	0.9	-9.2
> O=C(C[C@H]1CC[C@@H]2[C@H](COC[C@@H](O)CN2C(=O)Nc2ccc(Cl)cc2)O1)NC1Cc2ccccc2C1
→ .	-3.0	.	-23.1	.	-13.0	6.3	0.2[16.7 µM]
> Cc1ccc(OCC(=O)NCCCNC(=O)c2ccccn2)cc1C
→ 21.3	-3.7	-2.0	-9.2	-11.0	.	-3.9	.
> CCOC(=O)C1(CCc2ccccc2)CCN(Cc2ccc(O)cc2)CC1
→ 1.8	1.9	7.8	17.3	19.3	.	-0.8	-2.2
> Cc1ccc2c(Cl)c(C(=O)NCCCN3CCOCC3)sc2c1
→ -38.3	.	2.9	0.0	-9.2	6.9	-6.9	1.2
> COC(=O)c1ccc(NC(=S)NC2CC2)cc1
→ -25.2	3.9	-0.5	-15.9	-10.1	.	-3.8	-7.2
